MKP-3 inhibition = MKP-3 phosphatase inhibitors, primary screen, biochemical, rat enzyme, in vitro (AID 425); Dual specificity protein phosphatase 6 (Rattus norvegicus); recombinant MKP-3 phosphatase activity, fluorescence; higher % means a stronger effect; inhibition, % at 20 µM; hits with a dose series show IC50 in µM; 110,000 compounds, 0.17% hits; in the data active = inhibition above about 50%;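 also: plate controls were vehicle for no effect and reference inhibitor for full effect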
Hsp70 displacement = Hsp70 inhibitors, probe displacement, primary screen, biochemical, fluorescence polarization (AID 583). Heat shock 70 kDa protein 1A (Homo sapiens). Hsp70 fluorescence polarization probe displacement, mP; higher % means a stronger effect. displacement, % at 20 µM, or IC50 in µM where a hit was titrated. 140,000 compounds, 0.06% hits; in the data active = displacement above about 50%;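 also: plate controls were vehicle for no effect and reference ligand for full effect; a part of the inactive calls stands beside numbers as strong as those of hits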
* hit, by the source's call; x = not tested or not shown; & = joins results of further samples. An excerpt. The share of hits here may be higher or lower than overall.

Results follow in this order: MKP-3 inhibition | Hsp70 displacement
> COCCNC(=O)c1cc(-c2cccs2)on1
 : -11% | 1.8%
> CCOC(=O)N1CCN(C(=O)c2cc(-c3ccc(OCC)cc3)nc3ccccc23)CC1
 : 10% | 3.0%
> Cn1c(Cc2cccc3ccccc23)nnc1SCC(=O)N1CCN(c2cccc(Cl)c2)CC1
 : x | -0.9%
> COc1cccc(-c2cc(C(F)(F)F)nc(N3CCCCC3)n2)c1
 : 0% | -5.6%
> CC(C)Cn1c(N)c(C(=O)COC(=O)c2ccc3c(c2)OCCO3)c(=O)n(C)c1=O
 : -19% | 1.1%
> CC(=O)c1c(C)n(CC(=O)NCc2ccc3c(c2)OCO3)c2ccccc12
 : -8% | -2.2%
> CCOc1cccc(C(=O)Nc2ccccc2-c2ccccc2)c1
 : 3% | 4.1%
> COc1ccc(Nc2nc(NCc3ccco3)nc(N/N=C/c3cc4c(cc3[N+](=O)[O-])OCO4)n2)cc1
 : 2% | 1.7%
> O=C1c2ccccc2C(=O)N1c1ccc(OCC(O)COC2CCCCC2)cc1 (centres undefined)
 : 3% | -0.3%
> CCCCn1c(SCc2ncc(-c3ccccc3)o2)nc2cc(S(N)(=O)=O)ccc21
 : -6% | -8.4%
> CCCOc1ccc(C(CC(=O)O)NC(=O)c2ccc3c(c2)OCO3)cc1 (centres undefined)
 : 3% | -2.0%
> Cc1ccc(C)c(OCC(O)CN2CCCCC2C)c1 (centres undefined)
 : 1% | 3.3%
> Cc1cc(O)ccc1-c1cnc2ccccc2n1
 : -7% | -0.5%
> Cc1ccc(NC2CC(=O)N(c3ccc(N4CCCCC4)cc3)C2=O)cc1 (centres undefined)
 : -2% | -3.5%
> O=C(Nc1cccc(-n2cnnn2)c1)c1ccco1
 : -6% | -1.4%
> O=C(CN1C(=O)c2ccccc2S1(=O)=O)NCCC1=CCCCC1
 : x | 2.8%
> CCc1ccccc1S(=O)(=O)Cc1ccc(C(=O)N2CCN(c3ccccn3)CC2)o1
 : -6% | 0.0%
> Cc1ccc2nc(SCc3nc4ccccc4[nH]3)[nH]c2c1
 : 2% | -2.1%
> Cc1ccc(CS(=O)(=O)Cc2ccc(C(=O)NCc3cccnc3)o2)cc1
 : -10% | -2.3%
> O=C(N/N=C/c1ccc(Br)cc1)c1cc(C2CC2)[nH]n1
 : 2% | -1.8%
> CS(=O)(=O)N1CCN(Cc2cccc(F)c2)CC1
 : 0% | -1.3%
> COc1ccc(CCNc2nnc(Sc3nnnn3-c3ccccc3)s2)cc1OC
 : -12% | 4.5%
> O=c1c2cnn(-c3ccccc3Cl)c2ncn1Cc1cccnc1
 : -10% | 1.1%
> Cc1ccc(CNC(=O)COc2ccc(S(=O)(=O)NC(C)C)cc2)cc1
 : x | 0.7%
> C=CCN1C(=O)C2C(C(=O)NC)C3C=CC2(O3)C1C(=O)NCc1ccc(OC)cc1 (centres undefined)
 : -12% | -0.2%
> O=C(CC1Sc2ccccc2NC1=O)Nc1cccc(-c2nnc3n2CCCCC3)c1 (centres undefined)
 : -7% | 2.2%
> O=C(Nc1ccc2c(c1)OCCO2)c1ccc([N+](=O)[O-])cc1
 : 0% | 1.9%
> CCCCN1C(=O)NC2NC(=O)NC21 (centres undefined)
 : x | -4.4%
> Cc1ccc(-n2cnc3scc(-c4cccs4)c3c2=O)cc1
 : x | 1.5%
> Cc1ccc(N2CC(C(=O)OCc3ccccc3F)CC2=O)cc1 (centres undefined)
 : -10% | 1.4%
> CCSc1c(C(=O)NC)ccc2c1C(=O)c1ccccc1C2=O
 : x | 5.3%
> COc1ccccc1C1=N/C(=C\c2ccc([N+](=O)[O-])cc2)C(=O)O1
 : 0% | -0.2%
> CCN(CC)C(=O)c1cn(CC)c(=O)c2cc(OC)c(OC)cc12
 : 6% | -3.9%
> c1ccc(-c2nnc(SCc3cn4ccsc4n3)o2)cc1
 : -6% | -5.0%
> O=c1oc(-c2cccs2)nc2sc3c(c12)CCCC3
 : 0% | -2.3%&-0.2%
> Cn1c(=O)c2c(nc(CN3CCc4ccccc4C3)n2Cc2cccc(Cl)c2)n(C)c1=O
 : -4% | -0.7%
> O=C(Nc1ccncc1)c1ccc2c(c1)C(=O)N(C1CCCCC1)C2=O
 : x | 5.6%
> COc1ccccc1NC(=O)Cn1c(CN2CCCCC2)nc2ccccc2c1=O
 : -12% | -4.4%
> COC(=O)c1cccc(NC(=O)c2ccccc2)c1
 : 1% | 1.9%
> Clc1ccc(CSC2=NCCCN2)cc1Cl
 : 2% | -0.1%
> O=C(CCn1c(=O)sc2ccccc21)NCCCn1ccnc1
 : x | 0.2%
> Cc1cc(Cl)ccc1NC(=O)c1ccc(CN(c2ccccc2)S(C)(=O)=O)cc1
 : 4% | 1.1%
> Cc1c(C(=O)OCC(=O)N2c3ccccc3CC2C)oc2ccccc12 (centres undefined)
 : -2% | -1.5%
> C=C(C)CSc1nnc2n(N)c(=O)c3ccccc3n12
 : x | -1.5%
> CC(=O)N/N=C/c1cc(C)n(-c2ccc(Cl)cc2)c1C
 : 1% | -3.3%
> Cc1ccc(-c2cc(-c3ccccc3)nc(N/N=C/c3ccc(O)cc3O)n2)cc1
 : 6% | 2.4%
> CC(NC(=O)C12CC3CC(CC(C3)C1)C2)C(=O)N1CCCC1 (centres undefined)
 : 1% | 5.5%
> CC(C)(C)C(=O)N(Cc1nc2ccccc2c(=O)[nH]1)Cc1cccs1
 : x | -2.4%
> COc1ccc(NC(=O)CCCN(C)S(=O)(=O)c2ccc(C)cc2)cc1
 : 2% | 0.8%
> CC1CCCN(C(=O)C2c3ccccc3C(=O)N3CCc4ccccc4C23)C1 (centres undefined)
 : 2% | -0.5%
> Cc1ccc(-c2noc(CN3CCOCC3)n2)cc1
 : x | 5.0%
> CC(C)Oc1ccc(C(CC(=O)O)NC(=O)CSc2ncn[nH]2)cc1 (centres undefined)
 : -4% | 0.3%
> CCN1CCN(c2cc(C)c3cc(NC(=O)c4ccc5c(c4)OCO5)ccc3n2)CC1
 : -4% | 4.6%
> COCCCNC(=O)c1ccc(C(=O)NCCCOC)cc1
 : -2%&-2% | 4.2%&-0.1%
> O=C(O)CC1S/C(=N/N=C/c2cccc(O)c2)NC1=O (centres undefined)
 : 4% | 1.4%
> O=C(COc1ccccc1)N1CCNCC1
 : 1% | 1.5%
> Cc1ccc(-n2ncc3c(=O)n(-c4ccc(C)c(C)c4)c(-c4ccco4)nc32)cc1
 : x | -2.4%
> COc1ccc(C2N3CC4(C)CN2CC(C)(C3)C4O)cc1OC (centres undefined)
 : -5% | -0.5%
> O=C(/C=C/Nc1ccc(Br)c(Cl)c1)c1ccccc1
 : 1% | 2.3%
> Cc1cc(C)c(NC(=O)CN2C(=O)NC3(CCCCC3)C2=O)c(C)c1
 : -9% | 2.3%

A run of entries from further up, as a working copy:
Results follow in this order: MKP-3 inhibition | Hsp70 displacement
> O=C(/C=C/Nc1ccc(Br)c(Cl)c1)c1ccccc1
 : 1% | 2.3%
> Cc1cc(C)c(NC(=O)CN2C(=O)NC3(CCCCC3)C2=O)c(C)c1
 : -9% | 2.3%

19 of the compounds above, as comma-separated lines:
SMILES,MKP-3 inhibition,Hsp70 displacement
O=C(CCn1c(=O)sc2ccccc21)NCCCn1ccnc1,x,0.2%
Cc1cc(Cl)ccc1NC(=O)c1ccc(CN(c2ccccc2)S(C)(=O)=O)cc1,4%,1.1%
Cc1c(C(=O)OCC(=O)N2c3ccccc3CC2C)oc2ccccc12 (centres undefined),-2%,-1.5%
C=C(C)CSc1nnc2n(N)c(=O)c3ccccc3n12,x,-1.5%
CC(=O)N/N=C/c1cc(C)n(-c2ccc(Cl)cc2)c1C,1%,-3.3%
Cc1ccc(-c2cc(-c3ccccc3)nc(N/N=C/c3ccc(O)cc3O)n2)cc1,6%,2.4%
CC(NC(=O)C12CC3CC(CC(C3)C1)C2)C(=O)N1CCCC1 (centres undefined),1%,5.5%
CC(C)(C)C(=O)N(Cc1nc2ccccc2c(=O)[nH]1)Cc1cccs1,x,-2.4%
COc1ccc(NC(=O)CCCN(C)S(=O)(=O)c2ccc(C)cc2)cc1,2%,0.8%
CC1CCCN(C(=O)C2c3ccccc3C(=O)N3CCc4ccccc4C23)C1 (centres undefined),2%,-0.5%
Cc1ccc(-c2noc(CN3CCOCC3)n2)cc1,x,5.0%
CC(C)Oc1ccc(C(CC(=O)O)NC(=O)CSc2ncn[nH]2)cc1 (centres undefined),-4%,0.3%
CCN1CCN(c2cc(C)c3cc(NC(=O)c4ccc5c(c4)OCO5)ccc3n2)CC1,-4%,4.6%
COCCCNC(=O)c1ccc(C(=O)NCCCOC)cc1,-2%&-2%,4.2%&-0.1%
O=C(O)CC1S/C(=N/N=C/c2cccc(O)c2)NC1=O (centres undefined),4%,1.4%
O=C(COc1ccccc1)N1CCNCC1,1%,1.5%
Cc1ccc(-n2ncc3c(=O)n(-c4ccc(C)c(C)c4)c(-c4ccco4)nc32)cc1,x,-2.4%
COc1ccc(C2N3CC4(C)CN2CC(C)(C3)C4O)cc1OC (centres undefined),-5%,-0.5%
O=C(/C=C/Nc1ccc(Br)c(Cl)c1)c1ccccc1,1%,2.3%

(listing goes on)
Results follow in this order: MKP-3 inhibition | Hsp70 displacement
> COc1ccccc1-c1cc(C(=O)NCc2ccco2)no1
 : -2% | 1.9%
> COC(=O)Cc1cc(=O)n2[nH]c(C)nc2n1
 : -6% | -1.6%
> CCOC(=O)C(Sc1nnc2c3ccccc3n(CC)c2n1)C(=O)OCC
 : -1% | 5.2%
> CS(=O)(=O)N(Cc1ccc(C(=O)NCc2ccco2)cc1)c1ccccc1
 : -4%&2% | 1.4%&-0.2%
> O=C1NN(c2ccccc2)C(=O)/C1=C/c1ccc(F)cc1
 : 4% | 2.3%
> Cc1ccccc1-c1cc(C(=O)NC(C)C)c2ccccc2n1
 : -3% | -0.2%
> O=C(Nc1cccc2nsnc12)c1ccccc1[N+](=O)[O-]
 : 2% | 0.2%
> Cc1ccccc1NC(=O)c1ccc(C)c(S(=O)(=O)NCc2ccccc2)c1
 : 0% | -3.8%
> CCOC(=O)c1cnc(SC)nc1Sc1ccc(Cl)cc1Cl
 : x | -1.3%
> CCOc1ccc(N(CC(=O)Nc2ccc(C)cc2C)S(C)(=O)=O)cc1
 : 0% | 1.9%
> Cc1cc(=O)[nH]c(SCc2cccc(F)c2)n1
 : x | -0.1%
> CCOc1ccc2nc(SCC(=O)N3CCCCCC3)c(C#N)cc2c1
 : 1% | -0.6%
> COc1ccc2c(Cl)c(C(=O)NCCCn3ccnc3)sc2c1
 : 2% | 1.6%
> CCOC(=O)C(NC(=O)CC)(Nc1nc2c(s1)CCCC2)C(F)(F)F (centres undefined)
 : x | 0.9%
> CCOc1ccc(/C=C2/Sc3ccccc3C2=O)cc1OCC
 : -1% | -18%
> S=C(c1ccc(-c2ccc(Cl)c(Cl)c2)o1)N1CCOCC1
 : -5%&0% | -0.6%&2.9%
> COc1cccc(NC(=O)c2cccs2)c1
 : 0% | -4.1%
> COc1ccc(S(=O)(=O)N2CCC(C(=O)Nc3cccc(Cl)c3)CC2)cc1OC
 : -1% | 1.0%
> COc1ccccc1N1CCN(C(=O)c2oc3cc(C)cc(C)c3c2C)CC1
 : x | 5.1%
> CCCS(=O)(=O)N1CCC(C(=O)NCCCN(C)Cc2ccccc2)CC1
 : -1% | 1.7%
> CCN(CC)c1nc(SCC(=O)O)nc(N(CC)CC)n1
 : 0% | -2.0%
> CC(=O)Nc1ccc(S(=O)(=O)N2CCC(c3nc4ccc(C)cc4[nH]3)CC2)cc1
 : -6% | -3.2%
> COc1ccccc1N(CC(=O)NCCSCc1ccccc1)S(=O)(=O)c1ccccc1
 : 6% | 2.7%
> N#CCCn1cc(/C=N/O)c(-c2ccc(-c3ccccc3)cc2)n1
 : 6% | 4.4%
> CCn1c(SCC(=O)Nc2ccc(Cl)cc2)nnc1C1CC1
 : -1% | -0.3%
> CN(C(=O)CN1C(=O)c2ccccc2S1(=O)=O)c1ccccc1C(=O)O
 : -14% | 1.7%
> CN1CN(C)c2cccc3cccc1c23
 : x | 4.1%
> COc1cccc(NC(=O)Cc2ccccc2)c1
 : -13% | 0.5%
> CCN(CC)c1c(-c2ccccc2)c2cc(C)ccc2[nH]c1=O
 : 2%&2% | -4.4%&0.5%
> C=CCN(C1CCCCC1)S(=O)(=O)c1ccc2c(c1)oc(=O)n2C
 : -8% | 6.2%
> O=C(COc1ccc(Cl)cc1Br)N1CCN(c2ccccc2)CC1
 : -2%&1% | 1.0%&-3.7%
> Cc1cccc(N(C)c2cc(C)nc3ncnn23)c1
 : -2% | -3.6%
> CCOC(=O)c1nnn(-c2nc(OC)nc(N3CCCC3)n2)c1-c1ccccc1
 : x | -0.6%
> Cc1occc1C(=O)N1CCN(Cc2ccccc2)CC1
 : 3% | 5.5%
> Cc1cc(OCC(=O)Nc2ccc(F)cc2)ccc1Br
 : -3% | -1.4%
> CC(C)=CCSc1nnc([C@@H](NC(=O)OC(C)(C)C)C(C)C)o1
 : -1% | -8.0%
> O=C(c1ccco1)c1n[nH]nc1-c1ccccc1
 : -12% | 1.6%
> Cc1ccc(S(=O)(=O)NC(CC(C)C)C(=O)Nc2nccs2)cc1 (centres undefined)
 : x | -1.8%
> COc1c(Cl)cc(C(=O)Nc2cccc(-c3nc4ncccc4o3)c2)cc1Cl
 : 4% | -2.4%
> COC(=O)CSc1ccc2nnc(-c3ccc(OC)c(OC)c3)n2n1
 : -5% | -4.8%
> Cc1cccc(N2CCN(C(=O)C3CCCCC3)CC2)c1C
 : -6% | -3.7%
> CC(C)(C)CNC(=O)C(=O)NCCc1ccccc1
 : 2% | -0.3%
> COc1ccc(NC(=O)c2ccc(COc3ccccc3OC)o2)cc1OC
 : x | -1.0%
> O=C(CSc1nc(-c2ccc(F)cc2)cs1)NC(=O)NCc1ccco1
 : 7% | -2.9%
